# Polio RdRp inh = poliovirus RNA polymerase inhibition | P03300 | poliovirus polymerase elongation, fluorescence polarization; active compounds read low | % elongation, % (compound at 16.7 µg/mL) | 150,000 compounds, 0.66% hits; in the data active = % elongation below about 90%; note: some results filed as inactive read as strong as hits
# Target sequence (P03300 1749-2209 limits assumed): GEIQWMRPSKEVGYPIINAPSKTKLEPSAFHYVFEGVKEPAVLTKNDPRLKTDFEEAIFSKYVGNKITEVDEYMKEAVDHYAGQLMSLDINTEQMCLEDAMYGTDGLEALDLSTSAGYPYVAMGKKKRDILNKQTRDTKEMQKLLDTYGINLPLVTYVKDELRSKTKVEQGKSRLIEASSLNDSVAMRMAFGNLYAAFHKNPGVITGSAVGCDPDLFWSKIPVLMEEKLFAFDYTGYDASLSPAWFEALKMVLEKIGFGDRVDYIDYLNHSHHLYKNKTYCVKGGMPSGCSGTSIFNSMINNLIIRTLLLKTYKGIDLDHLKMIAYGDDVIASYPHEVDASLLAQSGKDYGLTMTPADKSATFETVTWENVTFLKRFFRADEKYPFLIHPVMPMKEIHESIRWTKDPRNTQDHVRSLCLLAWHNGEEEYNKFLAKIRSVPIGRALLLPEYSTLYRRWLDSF
# Polio RdRp inh FP z-score = also measured in Polio RdRp inh; calls as there; z-score; measured here: FP z-score; hits read low
# Active calls of the source: *. Only part of the results is shown; count on the stated rates, not on these rows.
# Sample of the layout:
mol	Polio RdRp inh	Polio RdRp inh FP z-score
CSc1ncc2c(n1)-c1ccccc1N(Cc1ccc(Cl)cc1)S2(=O)=O	105.0	-0.1
CCc1ccc(NC(=O)Cn2nc3c4ccccc4n(Cc4ccccc4)cc-3c2=O)cc1	111.0	0.5
COC(=O)c1ccc(C)c(NC(=O)c2ccc3c(c2)CC(C)N3S(C)(=O)=O)c1 (stereo unspecified)	103.0	0
Cc1cccc(NC(=O)CCc2c(C)nc3c(c(C)nn3C(C)(C)C)c2C)c1C	103.0	-0.7

# Main list, repeating the preview:
mol	Polio RdRp inh	Polio RdRp inh FP z-score
CSc1ncc2c(n1)-c1ccccc1N(Cc1ccc(Cl)cc1)S2(=O)=O	105.0	-0.1
CCc1ccc(NC(=O)Cn2nc3c4ccccc4n(Cc4ccccc4)cc-3c2=O)cc1	111.0	0.5
COC(=O)c1ccc(C)c(NC(=O)c2ccc3c(c2)CC(C)N3S(C)(=O)=O)c1 (stereo unspecified)	103.0	0
Cc1cccc(NC(=O)CCc2c(C)nc3c(c(C)nn3C(C)(C)C)c2C)c1C	103.0	-0.7
O=C(O)c1ccc(-c2cccc(C(F)(F)F)c2)o1	99.0	-0.4
Cc1nc(-c2ccc(Cl)cc2)sc1CCNC(=O)c1ccco1	108.0	0.3
Cc1ccc(-n2nc3cc(C)c(NC(=O)c4ccc(-c5ccccc5)o4)cc3n2)cc1	103.0	0.1
CCCCN(c1ccccc1)S(=O)(=O)c1cccc2cccnc12	102.0	0.3
CCCN(CC(=O)Nc1cc(C)on1)CC(=O)Nc1ccc(F)c(F)c1F	99.0	-0.3
Cc1cc2ccccc2n1-c1ccc(C(=O)N2CCC(C(=O)N3CCN(C)CC3)CC2)s1	102.0	0.5

# Part of the list above, reformatted:
# Sequence of screens – Polio RdRp inh, Polio RdRp inh FP z-score
O=C(O)c1ccc(-c2cccc(C(F)(F)F)c2)o1
 : 99.0, -0.4
Cc1nc(-c2ccc(Cl)cc2)sc1CCNC(=O)c1ccco1
 : 108.0, 0.3
Cc1ccc(-n2nc3cc(C)c(NC(=O)c4ccc(-c5ccccc5)o4)cc3n2)cc1
 : 103.0, 0.1

# (more compounds)
mol	Polio RdRp inh	Polio RdRp inh FP z-score
O=c1n(Cc2cccc(F)c2)c2ccccc2c2nc(-c3ccccc3)nn12	105.0	0.2
CCc1ccc(OCCCC(=O)NCc2ccco2)cc1	105.0	0.3
Nc1ccc(S(=O)(=O)Nc2cnc3ccccc3n2)cc1	97.0	-0.4
COc1ccccc1C(=O)Nc1onc2c1CCCC2	106.0	-0.2
CC(=O)N1CCC(N(C(=O)Nc2cccc(C)c2)C2CCCC2)CC1	101.0	0
COc1cccc(C(=O)Nc2ccc3c(c2)COC3=O)c1	102.0	-0.2
CCOc1ccc2c(c1)sc(=NC(=O)c1ccc(S(=O)(=O)N3CCc4ccccc43)cc1)n2C	104.0	0.5
O=C(CN1C(=O)c2cccnc2Oc2ccc(Cl)cc21)N1CCCCC1	100.0	-0.5
c1ccc2c(c1)CCN(c1ncnc3sccc13)C2	101.0	-0.3
CC(=O)c1ccc(NC(=O)C(Cc2ccccc2)NS(=O)(=O)c2ccc3c(c2)CCC(=O)N3)cc1 (stereo unspecified)	105.0	0.2

mol	Polio RdRp inh	Polio RdRp inh FP z-score
CNC(=S)NCCN1CCOCC1	100.0	-0.1
Cc1ccccc1S(=O)(=O)Nc1nc2ccccc2nc1Nc1ccc(S(=O)(=O)N2CCOCC2)cc1	100.0	0
O=C1NCCN1CCNS(=O)(=O)c1cc(C(F)(F)F)cc(C(F)(F)F)c1	103.0	0.1
c1ccc(C2(c3ccccc3)OCC(Cn3cncn3)O2)cc1 (stereo unspecified)	100.0	-0.3
Cc1oc(-c2ccc(C(=O)NCc3ccccc3)cc2)nc1CS(=O)c1ccccc1 (stereo unspecified)	101.0	-0.5
Cc1ccc(C)c(N2CCN(c3nc4c(S(=O)(=O)c5ccccc5)nnn4c4ccc(Cl)cc34)CC2)c1	101.0	-1
Cc1ccc(S(=O)(=O)c2nnn3c2nc(N2CCN(c4cccc(C)c4C)CC2)c2ccccc23)cc1C	108.0	0.5
Cc1ccc(C)c(CN2C(=O)c3ccccc3S(=O)c3ccc(C(=O)N(C)Cc4ccccc4)cc32)c1 (stereo unspecified)	105.0	0
COc1ccc(-c2ccc(NS(=O)(=O)c3ccc(NC(C)=O)cc3)cc2)nn1	101.0	-1.1
CCCCn1c(=S)[nH]c2cc(Cl)ccc2c1=O	102.0	0

mol	Polio RdRp inh	Polio RdRp inh FP z-score
CC(=O)Nc1ccc(Nc2nc3ccc(Cl)cc3n3cnnc23)cc1	109.0	0.7
CCc1ccc2c(CSc3nccn3C)cc(=O)oc2c1	100.0	-0.3
CNCC(O)c1ccc(OC(=O)C(C)(C)C)c(OC(=O)C(C)(C)C)c1 (stereo unspecified)	103.0	0.4
Cc1nc(SCC(=O)N2CCNC2=O)n(C2CCCCC2)c1C	102.0	0
Cc1ccc(N2CCN(C(=O)c3cc4cc5ccc(C)cc5nc4s3)CC2C)cc1 (stereo unspecified)	115.0	0.7
CSc1ccc(CNC(=O)C2CCN(c3nnc(-n4cccc4CNc4ccc(C)cc4)s3)CC2)cc1	104.0	-1.6
COc1cccc(-n2c(=S)sc3c(=O)n(-c4ccccc4)c(SCC4OCCO4)nc32)c1	103.0	0.4
COc1ccccc1C(C1=C(O)COC1=O)c1cc2c(cc1O)OCO2 (stereo unspecified)	99.0	-0.5
C=CCSc1nnc(NC(=O)NC2CCCCC2)s1	105.0	1.1
CC(=O)Nc1ccc(NC(=O)CN(C)S(=O)(=O)c2ccc3c(c2)CCC(=O)N3)cc1	98.0	-1.3

mol	Polio RdRp inh	Polio RdRp inh FP z-score
CC1(C)Cc2c(c(N3CCNCC3)[nH]c(=S)c2C#N)CO1	102.0	0
CC(c1ccccc1)n1cnc2c(oc3ccccc32)c1=O (stereo unspecified)	100.0	-0.4
CCc1cccc(NC(=O)C2CCN(Cc3cnn(-c4ccccc4)c3-n3cccc3)CC2)c1	104.0	0.3
CCCN1CCN(CCCNC(=O)Cn2nc(C)n3c(cc4c(OC)cccc43)c2=O)CC1	109.0	0.9
N#Cc1c(N)sn(-c2ccccc2)c1=S	79.0*	-2.5*
CCOc1ccc(NS(=O)(=O)c2cc3c(cc2Cl)NC(=O)CO3)cc1	106.0	-0.3
CC(=O)N1CCN(c2ccc(NC(=O)COc3ccc(Cl)c(C)c3)cc2)CC1	103.0	0.4
CN(C)CCNC(=O)Cn1cnc2ccccc2c1=O	103.0	0.2
CCS(=O)(=O)Nc1cccc(C2=NN(S(=O)(=O)CC)C(c3ccccc3)C2)c1 (stereo unspecified)	100.0	-1
COc1cccc(-c2ccc(-c3noc(-c4ccccc4Br)n3)c(OC)n2)c1	109.0	0.7

mol	Polio RdRp inh	Polio RdRp inh FP z-score
Nc1[nH]c(=O)[nH]c(=O)c1N=Nc1cc(C(=O)O)cc(C(=O)O)c1	104.0	-0.3
CN(Cc1ccc(-c2ccc(Cl)cc2)o1)C(=O)CC1Oc2ccccc2NC1=O (stereo unspecified)	103.0	0
CCc1ccccc1NC(=O)CSc1nc2c(c(=O)[nH]1)CCC2	104.0	1.1
Cc1ccnc2nc(C(=O)Nc3ccc(S(=O)(=O)N4CCCC4)cc3)nn12	107.0	0.3
FC(F)(F)COc1nc(NCCOC23CC4CC(CC(C4)C2)C3)nc(OCC(F)(F)F)n1	104.0	0.1
Cc1ccn2cc(CCNC(=O)c3ccc(C(F)(F)F)cc3)nc2c1	103.0	0.1
COc1cccc(Cn2c(CNS(=O)(=O)c3ccc4c(c3)CCCC4)nc3cccnc32)c1	107.0	-0.2
Oc1ccc(C2(c3ccccc3O)CCCCC2)cc1	103.0	-0.1
CC(C)OC(=O)c1cn(CCC#N)nc1-c1ccccc1	104.0	0.9
Cc1ccccc1Cn1c(CN2CCN(c3cc(Cl)ccc3C)CC2)nc2c1c(=O)[nH]c(=O)n2C	102.0	-0.8

mol	Polio RdRp inh	Polio RdRp inh FP z-score
COc1ccc(C)cc1NC(=O)N1CCCn2nc(C)cc21	102.0	-1.3
C=CCN(C(C)=O)c1nc(C)c(Br)c(OC)n1	102.0	0.1
COC(=O)Cn1c(=O)c(C(=O)CSc2nnc(C)c(=O)n2N)c(N)n(Cc2ccccc2)c1=O	108.0	0.5
Cc1cc(-c2nc3ncccc3o2)ccc1NC(=O)c1ccccc1Br	102.0	-0.2
CCC(C(=O)N1CCN(c2ccccn2)CC1)c1ccccc1 (stereo unspecified)	103.0	0.3
CC(CN(C)Cc1ccccc1)OC(=O)C1COc2ccccc2O1 (stereo unspecified)	101.0	-0.1
Cc1noc2ncnc(N3CCCCC3)c12	102.0	0
CC(C)(C)NCC(=O)Nc1ccccc1-c1ccccc1	101.0	-0.4
O=C(Nc1ccccc1)C1Cc2ccccc2CN1S(=O)(=O)c1ccc(F)cc1 (stereo unspecified)	104.0	0.6
CC1Cc2ccccc2N1C1=CC(=O)CCC1 (stereo unspecified)	104.0	0.5

mol	Polio RdRp inh	Polio RdRp inh FP z-score
CN1C(=O)Cc2cc(S(=O)(=O)NCCc3ccc(Cl)cc3)ccc21	111.0	1.1
Cc1cc(=O)n2nc(N(C)CC(=O)NCc3ccccc3C)sc2n1	107.0	-0.1
COc1cccc(C=Nc2ccc(-c3nc4ccc(C)cc4o3)cc2)c1O	103.0	0.2
O=S(=O)(NC1CC1)c1ccc2ccccc2c1	101.0	0.1
N=c1sc2ccccc2n1-c1ccccc1	100.0	-0.9
CN(CC(=O)Nc1ccc2c(c1)CCC2)Cc1cccc(F)c1	104.0	0.3
Cc1ccccc1Nc1nc(N)nc(COC(=O)Cn2[nH]c(=O)c3ccccc3c2=O)n1	115.0	1.1
CCOc1ccc(N2CCc3c2nc2ccc(Br)cc2c3N)cc1	105.0	0.8
CN(C1CCCCC1)S(=O)(=O)c1ccc2c(c1)c(=O)c(C(=O)NCCN1CCCC1)cn2C	104.0	0.8
O=c1cc(-c2ccccc2)nc(SCc2nc(-c3cccs3)no2)[nH]1	102.0	0.1

mol	Polio RdRp inh	Polio RdRp inh FP z-score
O=C(OCc1cc(=O)n2cc(Br)ccc2n1)C1=COCCO1	109.0	1
O=C(C1CCN(c2ccc(-c3cccs3)nn2)CC1)N1CCc2ccccc21	99.0	-0.6
Cc1cccc(CCNC(=O)C2CCC(CNS(=O)(=O)c3ccccc3)CC2)c1 (stereo unspecified)	103.0	-0.5
O=C(CSc1ccc2c(c1)OCCO2)NCc1ccco1	101.0	-0.4
CC(C)c1ccc(C2C3CN(C(C)C)CC=C3C(C#N)=C(N)C2(C#N)C#N)cc1 (stereo unspecified)	101.0	-0.2
Cc1ccc(NC(=O)c2c(C)oc3ncn(CC(C)C)c(=O)c23)nc1	98.0	-1.4
O=c1[nH]cnc2ccccc12	104.0	0.3
COC(=O)c1ccc(COc2ccccc2/C=N/O)o1	100.0	-0.4
Cc1ccc(N=Cc2ccco2)c(C)c1	104.0	1.7
Cc1c(/C=N/NC(=O)COc2ccc(-c3ccccc3)cc2)cc(C#N)n1C	98.0	-0.4

mol	Polio RdRp inh	Polio RdRp inh FP z-score
CC(C)NC(=S)NCc1cnn(C)c1	98.0	-1.3
Cc1cc(C)cc(CC(C(=O)O)C(C)C(=O)NCc2ccccc2)c1 (stereo unspecified)	105.0	1
CC(C)Cn1c(=O)c2ccccc2n2c(CCC(=O)Nc3ccc(F)c(F)c3)nnc12	106.0	0.8
COc1cc(SC)ccc1C(=O)OCC(=O)N(C1CCCCC1)C1CCS(=O)(=O)C1 (stereo unspecified)	103.0	0.2
O=c1oc2ccccc2n1CCc1nc(-c2ccc(C(F)(F)F)cc2)no1	103.0	0.4
COC(=O)c1c(-c2ccccc2)nn(-c2ccc(Cl)cc2)c1OC	104.0	0.4
CCN(C(=O)Cn1nc(Cc2ccncc2)c2ccccc2c1=O)c1cccc(Cl)c1	108.0	1.1
COc1cccc(NS(=O)(=O)c2csc(C(N)=O)c2)c1	102.0	0.1
N#Cc1c(N)nc2c(c1-c1ccccc1Cl)CCC2	99.0	-0.3
Cc1cc(C)nc(-n2nc(C)c3c2N(C)C(=O)CC3c2ccc(Cl)cc2)n1 (stereo unspecified)	99.0	-1.6

mol	Polio RdRp inh	Polio RdRp inh FP z-score
O=C(CN1CCc2ccccc2C1)NCCCc1ccccc1	105.0	0.5
Cc1ccc(Cl)cc1NC(=O)Nc1cccc(OCc2cc(=O)n3ccccc3n2)c1	94.0	-2.6
Cc1cccc(NC(=O)c2cnc3sc(N4CCCC4)nn3c2=O)c1C	113.0	0.6
O=S(=O)(c1cccc2ccccc12)N1CCN(c2ccc(Cl)c(Cl)c2)CC1	100.0	-0.6
O=C(OCCCn1c(=O)[nH]c2ccccc21)c1ccc2c(c1)C(=O)N(Cc1ccco1)C2=O	101.0	-0.3
N#CS/C=C/C(=O)c1ccccc1	96.0	-1.6
CCn1cc2c(n1)-c1c(oc(C(=O)Nc3cccc(C)c3C)c1C)CC2	92.0	-2.6
CCOc1ccc(-n2nc3cc(C)c(NC(=O)c4cc(OCC)c(OCC)c(OCC)c4)cc3n2)cc1	110.0	1.8
Clc1ccc(Nc2c(-c3cccs3)nc3ccc(Cl)cn23)cc1	99.0	-1.3
COc1ccc(-c2nc3sc(CCNC(=O)C(=O)Nc4cccc(NC(C)=O)c4)c(C)n3n2)cc1	111.0	1.2

mol	Polio RdRp inh	Polio RdRp inh FP z-score
c1ccc(CNc2ccc(N3CCCCC3)nn2)cc1	102.0	-0.1
CC(C)N(Cc1nnc(-c2ccccc2Cl)o1)C(=O)C1=CC=CN2CCS(=O)(=O)N=C12	103.0	-0.1
COCCn1c(CCC(=O)NCc2ccc(C)cc2)nc2cccnc21	103.0	0.1
COc1cccc(/C=C2\N=C(c3c(-c4ccccc4)noc3C)OC2=O)c1	101.0	-0.1
Cn1c(=O)c2sccc2n2c(CCCC(=O)N3CCCCC3)nnc12	98.0	-1.2
NC(=S)Nc1cccc(C(F)(F)F)c1	101.0	-0.3
COc1ccc(NC(=O)CC2Oc3ccc(C)cc3NC2=O)cc1Cl (stereo unspecified)	101.0	-1.2
CCCNC(=O)c1cc(Cl)c2c(c1)OCO2	100.0	-0.3

# Bioassay records deposited in PubChem by ICCB-Longwood Screening Facility, Harvard Medical School.
